PAX8 inh HTS = lowers PAX8-driven luciferase in RMG-I cells. AID 652154. RMG-I TPO-luciferase reporter, SteadyGlo, 24 h. actives 1.2% (n = 360,000). inhibition, % at 12.6 µM;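 active means mean replicate inhibition at least 60% with every replicate also reaching 60%; inconclusive means only one of the two criteria is met; inactive means mean below 60% and not all replicates reaching 60%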;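 further: luciferase light reporting Pax8 driven TPO promoter activity; plate controls were median of neutral control wells for no effect and mitoxantrone controls for full effect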
PglD DTNB = inhibitors of Campylobacter jejuni PglD acetyltransferase. AID 602405. inhibition, % at 12.5 µM. actives 0.098% (n = 360,000). purified PglD enzyme, DTNB colorimetric CoA detection; in the data active means inhibition above about 16%, passing the limit was not always enough; inconclusive means no clear call, values can overlap the other calls; further: strong numbers were not always called active
S100A4 MyoIIA = blocks human S100A4 binding to myosin IIA peptide; AID 652163; actives 0.14% (n = 360,000); S100A4/TAMRA-MyoIIA peptide fluorescence polarization; inhibition, % at 10.7 µM;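 active means mean inhibition of at least 70% across replicates, with every replicate also reaching that level; inconclusive means mean inhibition reaches 70% but some replicates fall short; inactive means mean inhibition below 70%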
Target sequence (P26447 whole entry, looked up): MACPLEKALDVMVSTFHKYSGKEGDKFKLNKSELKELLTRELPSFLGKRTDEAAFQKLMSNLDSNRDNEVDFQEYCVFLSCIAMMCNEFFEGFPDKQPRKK
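System – human S100A4 monomer protein, biochemical binding assay · Buffer or medium – Calcium-containing HEPES buffer, pH 7.2 · Timing – 5 min between mix addition and reading · Also added – TAMRA-labelled myosin IIA heavy-chain peptide probe, 5 nM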
ERAP1 inh = blocks human ERAP1 aminopeptidase activity; actives 0.15% (n = 340,000); inhibition, % at 10.7 µM; AID 652197; Q9NZ08; recombinant ERAP1, Leu-AMC fluorescence, 60 min;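 active means mean replicate inhibition of at least 30%, or all replicates individually reaching that 30% level; inactive means mean below 30% and not every replicate reaching it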;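 further: 0% = neutral control wells and 100% = L-leucinethiol positive control wells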
Target sequence (Q9NZ08 whole entry, looked up): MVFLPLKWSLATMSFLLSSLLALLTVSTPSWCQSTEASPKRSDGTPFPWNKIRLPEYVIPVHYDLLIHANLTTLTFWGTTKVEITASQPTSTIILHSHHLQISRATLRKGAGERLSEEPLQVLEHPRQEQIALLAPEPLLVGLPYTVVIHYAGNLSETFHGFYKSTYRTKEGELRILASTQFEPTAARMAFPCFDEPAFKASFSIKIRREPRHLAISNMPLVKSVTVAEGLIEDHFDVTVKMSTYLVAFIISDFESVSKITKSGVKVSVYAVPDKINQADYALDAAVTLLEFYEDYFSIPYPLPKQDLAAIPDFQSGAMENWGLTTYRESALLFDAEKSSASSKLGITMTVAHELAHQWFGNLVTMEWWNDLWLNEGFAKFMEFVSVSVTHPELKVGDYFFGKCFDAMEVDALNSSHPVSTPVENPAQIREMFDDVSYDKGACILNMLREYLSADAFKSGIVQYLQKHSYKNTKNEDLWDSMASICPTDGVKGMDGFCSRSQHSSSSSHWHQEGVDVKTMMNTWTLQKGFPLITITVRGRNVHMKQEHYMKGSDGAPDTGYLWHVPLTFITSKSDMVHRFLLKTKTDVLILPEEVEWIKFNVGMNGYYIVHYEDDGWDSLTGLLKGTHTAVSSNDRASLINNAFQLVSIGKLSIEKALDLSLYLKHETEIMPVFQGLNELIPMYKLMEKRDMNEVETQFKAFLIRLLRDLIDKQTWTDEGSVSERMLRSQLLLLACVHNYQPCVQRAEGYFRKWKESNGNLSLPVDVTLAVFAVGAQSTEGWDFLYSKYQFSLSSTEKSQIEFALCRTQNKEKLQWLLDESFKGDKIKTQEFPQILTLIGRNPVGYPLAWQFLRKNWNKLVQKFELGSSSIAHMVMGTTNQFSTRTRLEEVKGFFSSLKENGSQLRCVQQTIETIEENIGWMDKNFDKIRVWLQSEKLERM
PGC1a acetyl inh = lowers PGC1a acetylation signal in U2OS cells | AlphaScreen anti-acetyl-lysine; with virally co-expressed GCN5 acetyltransferase | inhibition, % at 15.6 µM | actives 0.17% (n = 350,000) | AID 651687;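 active means every replicate shows inhibition of at least 40%; inconclusive means mean inhibition at least 40% but some replicate below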;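 further: 0% = neutral control wells and 100% = positive control wells; some results beyond the cut were filed as inactive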
LGR2 antag = inhibitors of bursicon-induced Drosophila LGR2 receptor cAMP signaling; inhibition, % at 9.99 µM; AID 720647; HEK293 LGR2, CRE-luciferase, bursicon-stimulated, 4 h; actives 0.35% (n = 380,000);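 active means drop in luminescence signal, shown as inhibition above about 50% in the replicate tests, limit read from the data, passing the limit was not always enough; inconclusive means probably only some replicates passing the limit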;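 further: agonist challenge used bursicon conditioned medium at about half maximal strength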
EWS-Fli inh = blocks EWS/Fli oncoprotein-driven transcription | A673 NR0B1-luciferase reporter, viability-normalised | inhibition, % at 12.6 µM | actives 0.67% (n = 350,000) | AID 651661;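 active means mean inhibition of at least 50% after viability correction, with every replicate also passing that limit; inconclusive means mean reaches 50% but only one of two replicates passes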;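 further: firefly luciferase signal divided by Alamar Blue viability fluorescence both relative to DMSO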
FN deposition inh = fibronectin deposition inhibition. AH1F fibroblasts, Alexa488-fibronectin deposition fluorescence, overnight. inhibition, % at 12.6 µM. actives 0.086% (n = 350,000);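 active means mean inhibition across replicates of 30% or more, regardless of how many single replicates reach that level; inconclusive means mean under 30% yet at least half of replicates reach 30%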;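 further: positive control wells lacked labelled fibronectin entirely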
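Material – AH1F fibroblast monolayer, labelled fibronectin deposition · Reagent – labelled fibronectin 24 nM · Timing – 1 h adhesion, overnight exposure · Measured by – fluorescence at 485 nm excitation, 525 nm emission · Read-out – inhibition of fibronectin deposition signal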
* hit, by the source's call; u = inconclusive; x = not tested or not shown; & = joins results of further samples.

The line under a structure holds: PAX8 inh HTS, PglD DTNB, S100A4 MyoIIA, ERAP1 inh, PGC1a acetyl inh, LGR2 antag, EWS-Fli inh, FN deposition inh
- COc1cccc(C(=O)NC(c2ccccc2)C2CCCC2)c1 (centres undefined)
→ -19, x, 0, 5, -9, 2, 0, -2
- O=C(Cn1cnc2c(OCc3ccccc3)ncnc21)NCCN1CCOCC1
→ -3, 0, -2, x, 3, -19, -8, -11
- COc1ccccc1CNC(=O)C1CCC(CNS(=O)(=O)c2ccc(C)cc2)CC1 (centres undefined)
→ 6, -4, 8, 2, 2, 11, -4, 1
- Cc1ccc(-c2csc(NC(=O)/C=C/c3ccco3)c2C(=O)O)cc1
→ -161, 2, -4, 11, -4, -18, -78, 2
- COc1ccc(NC(=O)C(C)N2C(=O)c3ccccc3C2=O)cc1S(=O)(=O)N1CCOCC1 (centres undefined)
→ 8, x, 4, 1, -11, 25, -4, 0
- CCC1Nc2ncnc(N3CCCCC3)c2N(Cc2ccc(OC)cc2)C1=O (centres undefined)
→ -6&-7, 2&4, -25&1, 3&-2, -2&-18, 4&-14, 1&0, 9&-3
- CSCC[C@H](NC(=O)[C@H](Cc1ccccc1)n1c(=O)[nH]c2ccccc2c1=O)C(=O)N1CCC[C@H]1C(=O)O
→ x, 5, -1, 1, 19, 18, -8, x
- Clc1cccc(Cc2c(-c3cccc(Cl)c3)nc3c4ccccc4ccn23)c1
→ 21, x, -6, x, x, 9, 8, 3
- O=C1NC(=S)N/C1=C\c1cccnc1
→ -17, 8, 1, -3, 16, 11, -28, 1
- NS(=O)(=O)c1ccc(CCNC(=O)c2cccc(S(=O)(=O)N3CCCC3)c2)cc1
→ 0, 0, -8, -3, x, 9, 1, 7
- Cc1c(C(C)NC(=O)c2cc(COc3cccc4cnccc34)on2)cnn1C (centres undefined)
→ 6, 0, -12, -6, x, 2, -2, 0
- CN=C1SC(CC(=O)NCCc2ccc(OC)c(OC)c2)C(=O)N1C (centres undefined)
→ -9&12, -5, 0, -4, 4, -17, -8, -2&-4
- CCOc1ccccc1C1C(C(N)=O)=C(C)Nc2nc(CCCO)nn21 (centres undefined)
→ 10, -3, -2, 2, -18, 10, 3, 1
- C1CCN2CC3CC(CN4CCCC[C@@H]34)[C@H]2C1
→ 2, 0, -1, -2, -11, -13, -1, 1
- CCN1C(=O)C2C(c3ccccc3F)NC(Cc3ccc(O)cc3)(C(=O)OC)C2C1=O (centres undefined)
→ -20, -7, x, x, 9, x, x, -5
- O=C(COC(=O)CCC(=O)c1ccc(F)cc1)Nc1cccc(S(=O)(=O)N2CCCC2)c1
→ 2, x, -1, x, x, 3, 2, -7
- COc1cc(C(C)=O)ccc1OC(=O)c1cc2cccc(OC)c2oc1=O
→ 11, 0, 0, 2, 6, -8, 0, -4
- O=C(O)c1cccc(-c2ccc(/C=N/n3cnnc3)o2)c1
→ 11, 0, 0, 2, -1, 2, 5, 5
- C=CCN(CC=C)C(=O)C1CCN(S(=O)(=O)c2ccc(-n3cnnn3)cc2)CC1
→ 4, -3, -16, -5, x, -8, 9, -9
- CCC(=O)N1[C@H](C(=O)OC)[C@@H](CO)[C@@H]2Cn3c(ccc(-c4ccccc4F)c3=O)[C@@H]21
→ -5, 0, -13, 0, 8, -5, -5, x
- COc1cnc(-c2ccccn2)nc1Sc1ccc(C)cc1
→ -29, x, 1, 4, u, 1, 18, 8
- CCN(CC)S(=O)(=O)c1ccc(Cl)c(C(=O)Nc2cc(C)nn2-c2ccccc2)c1
→ 15, x, -3, 7, x, -14, -5, 20
- COc1ccc2c(c1)oc(=O)c1c3ccccc3[nH]c21
→ -101, 0, -13, 1, -4, x, -128, -2
- CCC(=O)N1C[C@@H](C)[C@H](OC)CN(C)C(=O)c2ccc(NC(=O)C3CCCCC3)cc2OC[C@@H]1C
→ -3, -4, 7, 1, x, 2, -5, -11
- COc1ccc(CCN=C(NS(=O)(=O)c2ccccc2)c2ccccc2)cc1OC
→ 13, 0, 3, 0, -1, 23, -14, 5
- Cc1ccc(S(=O)(=O)Nc2cccc3c2O[C@H](CN(C)C(=O)Nc2ccc(F)cc2)[C@@H](C)CN([C@H](C)CO)C3=O)cc1
→ -16, 0, 8, -2, 0, 11, -12, 13
- COc1ccc(-c2cc(C(=O)N3CCCCCC3)no2)cc1
→ -186, 1, -4, -5, x, 8, -65, -5
- NC(=O)[C@@H]1CCCN1Cc1nc(Cc2cccc(C(F)(F)F)c2)no1
→ 16, 3, -1, -5, x, 22, 3, 3
- O=C(NNC(=O)c1ccccc1OCc1ccc(F)cc1)c1ccncc1
→ 3, x, -1, 2, x, -16, -5, 3
- O=c1oc2ccccc2c2[nH]ccc12
→ -10, 7, -1, 6, -4, -2, 0, 3
- CNC[C@@H]1Oc2c(NC(=O)C3CCOCC3)cccc2C(=O)N([C@H](C)CO)C[C@@H]1C
→ 0, 4, -29, 1, 9, 7, 6, 4
- Cc1cccc(N(C)C(=O)c2cc3cc4ccc(C)cc4nc3o2)c1
→ -86, -2, x, x, 4, x, x, 4
- C[C@@H]1CCCCO[C@@H](CN(C)C(=O)NC2CCCCC2)[C@@H](C)CN([C@H](C)CO)C(=O)c2cc(NC(=O)Nc3ccc(C(F)(F)F)cc3)ccc2O1
→ 17, -2, -38, -5, -5, 5, -2, x
- CCCCNC(=S)N(CCO)Cc1cc2cc3c(cc2[nH]c1=O)OCCO3
→ 12, 0, -8, 2, 2, 10, 19, 0
- OCC1CCCN(c2ncnc3scc(-c4ccccc4)c23)C1 (centres undefined)
→ 11, x, 2, -1, x, 8, -8, 5
- Cc1noc(C)c1NC(=O)Nc1ccc2c(c1)C(=O)N([C@@H](C)CO)C[C@H](C)[C@@H](CN(C)C(=O)Nc1ccccc1)OCCCC[C@H](C)O2
→ -18, -1, -4, -1, -7, 6, -9, 5
- COc1ccccc1CCC(=O)Nc1ccc2c(c1)c(=O)n(C)n2Cc1ccc(F)cc1
→ 34, 4, 0, 2, -13, 12, 42, 11
- CCOC(=O)C1=C(C)C(c2ccc(OC)cc2)NC(=O)N1 (centres undefined)
→ 16, x, -5, 0, -3, 4, -10, -1
- Cc1coc2c(C)c3oc(=O)c(CCC(=O)N[C@@H](C)C(=O)N[C@@H](Cc4ccccc4)C(=O)O)c(C)c3cc12
→ x, 12, -4, -1, -21, 2, -4, x
- Cc1cc(NC(=O)CSc2nc3c(cc2C#N)CCCCC3)no1
→ -56, 1, -4, -3, 0, -93, -62, 22
- O=C(Nc1sc2c(c1C(=O)NCC1CCCO1)CCCC2)c1cccs1 (centres undefined)
→ x, 5, -4, 2, -6, -7, x, x
- O=C(CCn1cnc2ccccc21)N/N=C/C=C/c1ccccc1
→ 3, 0, 5, x, -2, x, -1, -3
- O=C(Nc1ccccc1)N1CCN(C2c3ccccc3-c3ccccc32)CC1
→ 7, 2, -2, 6, x, 12, 6, -5
- CCn1c(SCC(=O)OC(C)C)nnc1-c1ccccc1
→ 9, -4, -2, x, 3, -7, 0, 5
- COc1ccc(NC(=S)N(CCN(C)C)C(C)c2ccco2)cc1Cl (centres undefined)
→ -21, 0, 1, -1, -1, x, -1, -4
- COc1cccc(C(=O)Nc2ccc3c(c2)C(=O)N(C)C[C@@H](OC)[C@@H](C)CN(CCc2ccccc2)[C@H](C)CO3)c1
→ 14, 0, 13, x, 0, 6, -1, 15
- C[C@@H]1CCCCO[C@@H](CN(C)S(=O)(=O)c2cn(C)cn2)[C@@H](C)CN([C@H](C)CO)C(=O)c2cc(NC(=O)Nc3ccc(F)cc3)ccc2O1
→ -9, -5, 4, 0, -2, 24, -1, -1
- O=C(Cc1cccc(NC(=O)C2CCCN(C(=O)C3CCCCC3)C2)c1)Nc1cccc(C(=O)N2CCCCC2)c1 (centres undefined)
→ -11, 0, -33, -2, 1, -10, 7, 15
- CC(C)(C)C(=O)Nc1ccc(/C=C/C(=O)c2ccco2)cc1
→ -50, -6, -3, -3, 9, 17, 2, 5
- O=C(C[C@H]1CC[C@@H]2[C@H](COC[C@@H](O)CN2Cc2ccccc2)O1)NCCc1ccccc1
→ 11, 1, -3, -1, -9, 4, 0, -6
- CC1(c2ccc3ccccc3c2)NC(=O)NC1=O (centres undefined)
→ -9, -2, 1, -2, x, 13, 0, 4
- COc1ccc(Cc2nc3ccc(C(=O)NCCSC)cc3o2)cc1
→ -62, -4, -8, -2, x, -16, -59, -11
- COc1ccc(Cl)cc1-c1cc(C(=O)Nc2cc(OC)c(OC)c(OC)c2)[nH]n1
→ 8, 1, 0, 10, -11, 5, -17, 22
- Cc1cccc(-c2noc(CCCC(=O)NC3CCCCC3)n2)c1
→ -36, 2, 2, -1, x, 0, -1, -7
- C[C@@H]1CN([C@H](C)CO)C(=O)c2cc(C#CC3CCCCC3)cnc2O[C@H]1CN(C)C(=O)NC1CCCC1
→ x, 9, u, -6, 2, 2, -6, -3
- CC1(C)C([N+](=O)[O-])C(c2ccc(Cl)cc2)NC(c2ccc(Cl)cc2)C1[N+](=O)[O-] (centres undefined)
→ -2, 7, 0, 11, x, 3, 13, 9
- CC1CC(C)CN(S(=O)(=O)N2CCC(C(=O)NCc3ccco3)CC2)C1 (centres undefined)
→ -12, x, 1, 2, x, 15, 1, 5
- CC(C)CN(C(=O)COC(=O)c1ccc2c(c1)OCO2)c1c(N)n(Cc2ccccc2)c(=O)[nH]c1=O
→ 1, -3, -1, 4, x, 10, 13, 4
- CO[C@H]1CN(C)C(=O)c2ccc(NS(=O)(=O)c3cccc(Cl)c3)cc2OC[C@H](C)NC[C@H]1C
→ 2, 1, 5, 1, -4, -9, -5, 5
- Cc1ccccc1-n1c(SCC(=O)N2CCOCC2)nc(O)cc1=O
→ x, 7, 1, 5, -5, x, 2, x

Additional records.
The line under a structure holds: PAX8 inh HTS, PglD DTNB, S100A4 MyoIIA, ERAP1 inh, PGC1a acetyl inh, LGR2 antag, EWS-Fli inh, FN deposition inh
- O=C(COC(=O)/C=C/c1ccc(Cl)cc1)NCCc1ccccc1
→ 3, -5, -4, 0, 0, 15, 5, 1
- NS(=O)(=O)c1ccc(CCN2C(=O)CCC2=O)cc1
→ 15, 0, 0, -4, x, 3, 7, -3
- CCOc1ccc(NC(=O)C2CCCN2S(=O)(=O)c2ccc3c(c2)C(C)(C)C(=O)N3C)cc1 (centres undefined)
→ 18, 3, 4, 3, 5, -7, 13, 11
- C[C@H]1CCCCO[C@@H](CN(C)CC2CCCCC2)[C@@H](C)CN([C@@H](C)CO)C(=O)c2cc(NC(=O)Cc3ccccc3)ccc2O1
→ 15, 0, 0, 1, 12, 3, 6, x
- Cc1nnc(N/N=C/c2ccco2)n1N
→ 0, 3, -3, -2, 9, 4, -2, 5
- O=C(c1ccco1)N1CCCN(Cc2nc(Cc3ccccc3)no2)CC1
→ 2, -3, -7, 1, -5, -2, 1, 3
- CS(=O)(=O)Nc1ccc2c(c1)[C@H]1C[C@@H](CC(=O)NCCc3ccccc3)O[C@H](CO)[C@H]1O2
→ -3, 0, 5, -1, -5, 6, 1, -21
- C[C@@H]1CN([C@@H](C)CO)C(=O)Cc2cc(NS(=O)(=O)c3ccc(Cl)cc3)ccc2O[C@H]1CN(C)Cc1ccc(-c2ccccc2)cc1
→ 69*, x, x, x, -16, -17, 34, x
- CCN1CCCC1CNC(=O)c1cc([N+](=O)[O-])c(N(C)C)cc1OC (centres undefined)
→ 8, 4, -3, 2, 8, 6, 13, 2

Screening data: PubChem BioAssay, Broad Institute
